Screening results: PubChem, Broad Institute
RAD52 inh = inhibitors of human RAD52 DNA annealing; P43351; recombinant RAD52 DNA annealing, FRET fluorescence; inhibition, % at 18.7 µM; hit rate 0.46% among 360,000; AID 651710;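 active = every replicate showing at least 50% inhibition; inconclusive = mean inhibition at least 50% but not in every replicate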
Target sequence (P43351 whole entry, looked up): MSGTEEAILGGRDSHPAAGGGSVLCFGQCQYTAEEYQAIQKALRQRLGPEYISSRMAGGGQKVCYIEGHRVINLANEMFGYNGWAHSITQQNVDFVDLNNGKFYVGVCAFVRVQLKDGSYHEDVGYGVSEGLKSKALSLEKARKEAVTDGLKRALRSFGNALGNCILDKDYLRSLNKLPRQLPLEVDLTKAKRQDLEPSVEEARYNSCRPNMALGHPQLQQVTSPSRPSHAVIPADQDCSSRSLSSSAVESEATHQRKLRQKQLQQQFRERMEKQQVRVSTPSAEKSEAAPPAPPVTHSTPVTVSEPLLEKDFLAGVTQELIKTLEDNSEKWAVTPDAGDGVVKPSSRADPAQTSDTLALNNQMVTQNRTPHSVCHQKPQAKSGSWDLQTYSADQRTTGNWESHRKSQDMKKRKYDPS
PglD DTNB = PglD (C. jejuni) enzyme inhibition; AID 602405; purified PglD enzyme, DTNB colorimetric CoA detection; inhibition, % at 12.5 µM; hit rate 0.098% among 360,000; in the data active = inhibition above about 16%, passing the limit was not always enough; inconclusive = no clear call, values can overlap the other calls; also: strong numbers were not always called active
ERp5 inh = inhibitors of human ERp5. Q15084. ERp5 insulin aggregation, absorbance 650 nm, 90 min. inhibition, % at 9.99 µM. hit rate 0.05% among 350,000. AID 651711;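 active = mean replicate inhibition above about 25%, with every replicate also reaching it, limit read from the data, passing the limit was not always enough; inconclusive = only one of those two criteria met; inactive = neither criterion met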
Target sequence (Q15084 whole entry, looked up): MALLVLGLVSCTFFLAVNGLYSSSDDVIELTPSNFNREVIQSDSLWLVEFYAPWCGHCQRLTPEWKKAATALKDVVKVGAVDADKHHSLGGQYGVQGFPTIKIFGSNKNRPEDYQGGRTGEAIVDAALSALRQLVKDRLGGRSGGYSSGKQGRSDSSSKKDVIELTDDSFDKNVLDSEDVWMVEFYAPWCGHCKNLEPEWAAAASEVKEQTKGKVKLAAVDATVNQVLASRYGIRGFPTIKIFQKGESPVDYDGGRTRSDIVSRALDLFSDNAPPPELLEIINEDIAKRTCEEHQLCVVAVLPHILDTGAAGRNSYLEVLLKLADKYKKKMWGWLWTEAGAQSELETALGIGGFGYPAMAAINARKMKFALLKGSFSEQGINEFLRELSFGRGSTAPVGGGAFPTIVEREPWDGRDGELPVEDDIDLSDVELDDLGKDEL
RAD54 inh = inhibitors of human RAD54 branch migration; RAD54 Holliday junction branch migration, FAM/BHQ fluorescence; inhibition, % at 10.4 µM; hit rate 0.14% among 360,000; AID 602329;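 active = mean normalized replicate activity at least 40 and at least half of replicates scoring 40 or more; inconclusive = only one of the two criteria met; inactive = mean below 40 and under half of replicates reaching 40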;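 also: 0% = median of neutral control wells and 100% = median of positive control wells; inhibitors cause a drop in the FAM fluorescence signal; in these data hits start at about 50%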
ARNT TACC3 PPI = disruptors of human ARNT/TACC3 interaction | Q9Y6A5 | AlphaScreen His-ARNT PAS-B/GST-TACC3 binding, luminescence; TACC3 fragment carries E629A point mutation | inhibition, % at 9.99 µM | hit rate 0.66% among 390,000;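 active = mean inhibition of replicates at least 50% and at least half of replicates each reaching 50%; inconclusive = half or more replicates reach 50% but mean below 50%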;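 also: 0% = complete ARNT plus TACC3 wells and 100% = ARNT alone without TACC3; many hits fall short of the cut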
esBAF inh = inhibitors of esBAF chromatin remodeling in mouse ES cells; AID 602393; reporter increase, % at 12.5 µM; Bmi1-luciferase knock-in reporter, 24 h; 100% = twice the neutral-well signal; hit rate 2% among 350,000; in the data active = activation above about 40%; inconclusive = no clear call, values can overlap the other calls;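 also: 0% = median of the plate's neutral control wells and 100% = double that signal; a rise in the Bmi1 reporter signal indicates esBAF inhibition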
Casp6 inh = caspase-6 (human) enzyme inhibition | P55212 | purified caspase-6, Z-VEID-R110 cleavage fluorescence | inhibition, % at 12.5 µM | hit rate 0.53% among 350,000;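 active = mean inhibition across replicates at least about 35%, with every replicate also reaching that limit, limit read from the data; inconclusive = only one of the two criteria met; inactive = neither criterion met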;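 also: 0% = median of neutral control wells and 100% = no fluorescence left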
E-sel inducer = E-selectin induction on HUVECs. HUVEC E-selectin immunofluorescence imaging; normalized: neutral wells 0, TNF-alpha wells 100. hit rate 0.37% among 260,000. AID 686992. activation, % at 7.58 µM. P16581;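 active = mean E-selectin-positive cell signal at least 10% of the positive control, reached in at least 60% of replicates, without over 20% cell loss; inconclusive = no rule given, readout overlaps actives, possibly toxicity-flagged; inactive = the rest, including those meeting only one limit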;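 also: in these data hits start at about 27%; measured in HUVEC primary endothelial cells; signal is the percent of cells scored E-selectin positive by PE staining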
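System: HUVEC / Compound: single concentration / Signal: immunofluorescence imaging / Read-out: percent E-selectin-positive cells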
Active calls of the source: *; ? = inconclusive; / = not tested or not shown.

SMILES | RAD52 inh | PglD DTNB | ERp5 inh | RAD54 inh | ARNT TACC3 PPI | esBAF inh | Casp6 inh | E-sel inducer
CN(CC(=O)Nc1ccc(Cl)c(C(F)(F)F)c1)C(=O)c1ccc(OCC2CCCO2)cc1 (centres undefined) | -2 | / | 0 | / | / | / | 2 | -0.5
NC(=O)c1ccsc1NC(=O)CSc1nncs1 | -12 | -4 | 7 | 3 | 5 | 7 | 0 | /
Cc1noc(C)c1S(=O)(=O)Nc1ccc2c(c1)C(=O)N([C@H](C)CO)C[C@@H](C)[C@H](CN(C)C(=O)Nc1ccccc1)OCCCC[C@@H](C)O2 | 20 | 6 | 1 | 4 | 1 | 15 | 1 | -0.1
C[C@@H]1CCCCO[C@H](CN(C)Cc2ccccc2)[C@@H](C)CN([C@@H](C)CO)C(=O)c2cc(NC(=O)c3ccccc3)ccc2O1 | / | 2 | / | 3 | 3 | -2 | / | /
COc1ccccc1CNC(=O)CSc1ccc(-c2ccncc2)nn1 | -6 | / | 4 | / | 3 | / | -5 | 2.2
COC(=O)C[C@H]1CC[C@@H](NS(=O)(=O)c2ccc(OC)cc2)[C@@H](CO)O1 | 8 | 2 | 10 | -13 | 25 | -4 | 2 | 0.0
O=C(CC(=O)c1ccccc1)Nc1cc([N+](=O)[O-])ccc1Cl | -6 | -3 | 3 | 5 | -3 | 19 | 2 | /
Cc1ccc(-c2cc(C(=O)OCC(=O)N(C)C3CCS(=O)(=O)C3)c3ccccc3n2)o1 (centres undefined) | -35 | / | 0 | / | 37 | / | -1 | -2.0
CCCc1sc(N/N=C/c2ccccn2)nc1-c1ccc(Br)cc1 | -14 | 0 | -11 | -4 | 33* | 3 | -2 | /
COc1ccc2c(c1)[C@H]1[C@H](CO2)[C@H](c2ccccc2)[C@]2(C)C(=O)Nc3ccc(Cl)cc3C(=O)N12 | -9 | -3 | -3 | -2 | 1 | -10 | 1 | 0.0
COc1ccc(C(=O)NCC(=O)N2CCN(C(=O)c3ccco3)CC2)cc1OC | -18 | -1 | 5 | 10 | -13 | -1 | 1 | /
COc1ccc(NC(=O)c2cccc3c2C(=O)c2ccc(-c4ccc(F)cc4OCc4ccccc4)cc2S3(=O)=O)cc1 | 5 | -2 | 5 | -4 | 3 | -8 | -5 | 0.2
CN1C(=O)N(CC(=O)N2CCN(S(=O)(=O)Cc3ccccc3)CC2)C(=O)C12CCCCC2 | -2 | 0 | 1 | 1 | 2 | / | 1 | -0.1
Nc1cc(-c2cccc([N+](=O)[O-])c2)[nH]n1 | -49 | / | 1 | / | -2 | / | 1 | /
COc1ccc(C(=O)/C=C/c2cn(CN3CCN(C)CC3)c3ccccc23)cc1 | / | -3 | / | -10 | -12 | 51* | / | /
CCn1cc(C(=O)NCCC(=O)NCCO)c(=O)c2cc3c(cc21)OCO3 | -9 | -5 | -4 | -3 | 31 | 1 | -3 | -0.1
COCCNC(=O)C(c1ccc(Cl)cc1)N(CCOC)C(=O)CCC(=O)Nc1nccs1 (centres undefined) | -6 | / | -1 | / | -2 | / | 1 | /
CCO[C@@H]1OC(C(=O)NCc2ccccc2)=C[C@H](c2ccc3c(c2)OCO3)[C@H]1CCCO | 4 | 0 | 2 | -5 | -9 | 6 | 1 | 0.2
O=C(c1ccc(F)cc1)N1CC(=O)N2[C@@H](CO)[C@@H](c3ccc(-c4cccnc4)cc3)[C@@H]2C1 | 7 | / | -4 | / | / | / | 4 | -0.3
Cc1ccccc1NC(=S)NCc1cccs1 | / | -4 | / | 14 | -3 | 1 | / | /
Cc1ccc(Cn2c(C)c(C(=O)NCc3cccs3)sc2=O)cc1 | -20 | -1 | 2 | -14 | / | 8 | -1 | /
O=C(CNC(=S)NC(=O)c1ccccc1Br)c1ccccc1 | -6 | / | 0 | / | / | / | 0 | -0.3
CCCc1nc2c(nnn2Cc2ccccc2Cl)c(=O)[nH]1 | -14 | / | 8 | / | 0 | / | -2 | -0.1
CC(c1ccco1)N(C(=O)COc1ccc(Cl)cc1)c1ccccn1 (centres undefined) | / | 0 | / | 0 | 10 | 72* | / | /
CC(C)C(NS(=O)(=O)c1ccccc1)C(=O)N1CCN(C(=O)c2ccco2)CC1 (centres undefined) | -3 | -2 | -5 | 2 | -5 | / | 1 | -0.7
O=C(Cc1nn[nH]n1)NCCC1=CCCCC1 | / | 2 | / | -10 | 6 | -9 | / | /
CN(C)C1=NC[C@H](Cc2ccccc2)N1CC1CCCC1 | 0 | -4 | 3 | 4 | 8 | -4 | -4 | -0.1
CCSc1nnc([C@@H](NC(=O)OC(C)(C)C)C(C)C)o1 | 1 | -1 | 0 | -5 | -4 | / | 1 | -0.1
CC1(C(=O)Nc2ccccc2F)CCN1C(=O)Cc1cc(F)ccc1F (centres undefined) | -13 | 4 | 6 | 8 | / | -8 | 1 | 0.0
O=C(NC1CC2CCC(C1)N2Cc1ccco1)c1ccccc1 (centres undefined) | / | -1 | / | -4 | 4 | 1 | / | /
CCOC(=O)N1CCN(c2ncnc3nc[nH]c23)CC1 | -8 | / | 4 | -9 | -8 | 25 | 1 | 1.2
CC(=O)CSc1ccc(C(=O)O)cn1 | / | 0 | / | -7 | 3 | -7 | / | /
O=C(c1c(F)cccc1Cl)N(Cc1ccco1)C1CCS(=O)(=O)C1 (centres undefined) | -13 | 0 | 2 | 12 | / | -5 | -1 | 0.3
CC(C)[C@H](NC(=O)[C@@H]1CSC2c3ccccc3C(=O)N21)C(=O)NC1CCCC1 (some centres undefined) | -18 | 0 | 5 | 8 | -7 | 15 | 0 | /
C/C(CCc1ccccc1)=N\NC(=O)C1C2CCCCC21 (centres undefined) | -3 | / | -3 | / | 1 | / | -1 | 3.2
O=C(Nc1cccc2ccccc12)OC1C=CS(=O)(=O)C1 (centres undefined) | / | -2 | / | -19 | 0 | -25 | / | /
COc1cc(C2CC(=O)OC3=C2C(=O)CC(C)(C)C3)cc(OC)c1OC (centres undefined) | -17 | / | 4 | / | 2 | / | 2 | /
COCCCNC(=O)/C(C#N)=C/c1c(N2CCCCCC2)nc2ccccn2c1=O | -8 | -5 | 0 | 0 | -3 | 4 | 0 | -0.3
COc1ccc(C2c3c(oc4ccccc4c3=O)C(=O)N2CCN2CCOCC2)cc1OC (centres undefined) | -9 | 2 | 3 | / | -6 | 6 | 4 | 0.0
S=C(NCCN1CCOCC1)C(=S)NCCN1CCOCC1 | -11 | -2 | 6 | 0 | 6 | -4 | 2 | 0.7
NC(=O)C1CCN(C(=O)NC(=O)c2ccccc2)CC1 | 4 | 1 | -4 | 4 | -4 | 3 | 10 | -0.4
COc1ccccc1NC(=O)c1ccc(-n2ccnc2)c([N+](=O)[O-])c1 | -14 | 0 | 6 | -5 | 4 | -8 | 1 | 0.6
CC1CC(C)CN(C(=O)c2cc3c(s2)CCC3)C1 (centres undefined) | / | 3 | / | -1 | -11 | 8 | / | /
C=CC[C@@H](CC(=O)N[C@@H](CO)Cc1ccccc1)C(=O)NCCOC(=O)[C@@H](CC=C)Cc1ccc(F)cc1 | -10 | -6 | 3 | 3 | -5 | -2 | -2 | /
CO[C@H]1CN(C)C(=O)c2ccc(NC(C)=O)cc2OC[C@H](C)N(Cc2ccccc2F)C[C@@H]1C | 9 | / | -4 | / | / | / | -5 | 0.1
CCOC(=O)CSc1ccc2nnc(CCNS(=O)(=O)c3ccc(C)cc3)n2n1 | -2 | / | -9 | / | -4 | / | 0 | 1.4
COC(=O)/C=C/S(=O)(=O)c1ccc(NC(C)=O)cc1 | / | 1 | / | 2 | -5 | 3 | / | /
CC(C)C(NC(=O)c1ccccc1F)C(=O)Nc1ccc2c(c1)OCO2 (centres undefined) | -21 | / | 2 | / | 0 | / | -4 | 3.3
Fc1cc(Cl)cc2ccc(-c3ccccc3)nc12 | 2 | -4 | -3 | -18 | / | 56* | 3 | 0.2
NS(=O)(=O)c1ccc(NC2=CC(c3ccc(F)cc3)N(c3ccc(S(N)(=O)=O)cc3)C2=O)cc1 (centres undefined) | -38 | -2 | -7 | -10 | 8 | / | 4 | -0.3
CCn1cc(-c2ccccc2)c(C(=O)O)c1-c1ccc(OC)cc1 | -15 | 3 | 3 | 5 | -5 | -1 | -2 | -0.2
CCOC(=O)/C(C(=O)Nc1ccc(Br)cc1)=C1/NC(C)(C)Cc2ccccc21 | -8 | / | 7 | / | -3 | / | -1 | -0.3
COc1ccc(N(CC(=O)NCCC2=CCCCC2)S(=O)(=O)c2ccc(C)cc2)cc1OC | -6 | / | 3 | / | -3 | / | -2 | /
CCC(=O)Nc1c(C(=O)Nc2ccc3c(c2)OCCO3)oc2ccccc12 | -2 | / | 0 | / | 1 | / | 5 | -0.1
COc1cccc(C#Cc2ccc([C@H]3[C@H](C#N)N(C(=O)C4CCC4)[C@H]3CO)cc2)c1 | -15 | -2 | -1 | 6 | -1 | 27 | 1 | -0.3
COc1ccc(NC(=O)N(C)C[C@@H]2OCCCC[C@@H](C)Oc3ccc(NC(=O)CCC(F)(F)F)cc3C(=O)N([C@H](C)CO)C[C@@H]2C)cc1 | -5 | -1 | -5 | 1 | -18 | -2 | 0 | 0.1
COc1ccc(N/C=C\C(=O)c2ccc(C)cc2)cc1OC | -58 | / | 1 | / | -12 | 52* | 2 | /
CC(Oc1ccc(Cl)cc1)C(=O)Nc1ccc(S(=O)(=O)N2CCOCC2)cc1 (centres undefined) | -11 | -2 | 0 | 3 | 10 | 10 | -1 | 0.0
O=C(COc1ccc(Cl)cc1Cl)NCCN1CCCC1 | 6 | -2 | -3 | 1 | / | -7 | -12 | /
O=C(C1CC1)N1[C@H](CO)[C@@H]2c3ccccc3N(S(=O)(=O)c3ccc(F)cc3)C[C@@H]21 | 2 | 0 | -5 | -5 | 4 | -4 | -4 | 0.3
New compounds follow
SMILES | RAD52 inh | PglD DTNB | ERp5 inh | RAD54 inh | ARNT TACC3 PPI | esBAF inh | Casp6 inh | E-sel inducer
S=C(NCCc1ccccc1)NC1CC1 | 3 | -1 | ? | -9 | -10 | / | 0 | -0.6
Oc1ccc(Br)cc1/C=N/NC(=S)NCCc1ccccc1 | 5 | -5 | -1 | 0 | / | 0 | 3 | /
O=C(Nc1nnc(SCc2ccccc2)s1)c1cccs1 | / | -3 | / | -9 | -3 | ? | / | /
C[C@H](CO)N1C[C@H](C)[C@H](CN(C)S(=O)(=O)c2cn(C)cn2)Oc2ccc(NS(=O)(=O)c3ccc(Cl)cc3)cc2CC1=O | -17 | -2 | 17 | 0 | -2 | -1 | -3 | 0.6
CCOc1ccc(-n2ccnc2SCC(=O)Nc2cc(C)on2)cc1 | -12 | -5 | -3 | 8 | 2 | -1 | -4 | 0.0
CCCCn1c(/N=C/c2ccccc2NS(=O)(=O)c2ccc(C)cc2)nc2ccccc21 | / | 1 | / | 3 | -11 | -9 | / | 2.0

4 entries from above, arranged by molecular weight, smallest number first.
SMILES | RAD52 inh | PglD DTNB | ERp5 inh | RAD54 inh | ARNT TACC3 PPI | esBAF inh | Casp6 inh | E-sel inducer
S=C(NCCc1ccccc1)NC1CC1 | 3 | -1 | ? | -9 | -10 | / | 0 | -0.6
O=C(Nc1nnc(SCc2ccccc2)s1)c1cccs1 | / | -3 | / | -9 | -3 | ? | / | /
Oc1ccc(Br)cc1/C=N/NC(=S)NCCc1ccccc1 | 5 | -5 | -1 | 0 | / | 0 | 3 | /
O=C(C1CC1)N1[C@H](CO)[C@@H]2c3ccccc3N(S(=O)(=O)c3ccc(F)cc3)C[C@@H]21 | 2 | 0 | -5 | -5 | 4 | -4 | -4 | 0.3
